LRH-1 inv ag = LRH-1 (NR5A2) inverse agonists, primary screen, cell-based, luminescence, HEK293T, StAR-luciferase reporter | Nuclear receptor subfamily 5 group A member 2 (Homo sapiens), O00482 | LRH-1 transfected, 24 h | inhibition, % at 3.6 µM | 360,000 tested, 0.13% active | AID 602396, 2012;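 active = inhibition above the mean inhibition of all tested compounds plus 3 SD, cut at about 73% in these data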;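 note: 0% = DMSO wells and 100% = reporter-only cells lacking LRH-1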
Target sequence (O00482 whole entry, looked up): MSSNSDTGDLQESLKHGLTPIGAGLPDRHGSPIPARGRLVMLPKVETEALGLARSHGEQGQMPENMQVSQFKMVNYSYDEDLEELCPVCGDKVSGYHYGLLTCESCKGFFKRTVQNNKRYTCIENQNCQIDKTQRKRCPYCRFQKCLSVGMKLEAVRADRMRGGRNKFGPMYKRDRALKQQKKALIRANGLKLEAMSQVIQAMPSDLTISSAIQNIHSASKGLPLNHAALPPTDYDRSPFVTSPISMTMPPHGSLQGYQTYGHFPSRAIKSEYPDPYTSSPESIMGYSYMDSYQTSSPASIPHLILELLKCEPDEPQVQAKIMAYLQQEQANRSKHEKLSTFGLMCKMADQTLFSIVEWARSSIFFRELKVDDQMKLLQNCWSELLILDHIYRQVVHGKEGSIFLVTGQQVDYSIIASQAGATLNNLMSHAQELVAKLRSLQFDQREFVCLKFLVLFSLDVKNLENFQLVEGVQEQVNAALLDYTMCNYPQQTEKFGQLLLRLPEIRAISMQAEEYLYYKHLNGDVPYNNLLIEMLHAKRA
KKLEB cytotox = cytotoxicity in KKLEB CF airway cells, primary screen, cytotoxicity control for CF NF-kB inhibitor project, cell-based, uHTS, fluorescence assay plates; KKLEB CF airway cells viability, ATPlite luminescence, overnight; active compounds read low; cells stimulated with P. aeruginosa culture filtrate; activity change (cytotoxicity), % at 5 µM; 360,000 tested, 0.36% active; AID 602141, 2011;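 active = corrected activity change at or below -50% at 5 µM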
TRAIL sens C8 = viability loss with TRAIL in NB7+C8 cells, primary screen, TRAIL sensitizer project, cell-based, ATPlite luminescence; inhibition (viability loss, TRAIL sensitization), % at 10 µM; 360,000 tested, 1% active; AID 624354, 2012;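 active = compounds causing at least 50% loss of cell viability in the single-dose screen, relative to plate controls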
TROY signal inh = inhibitors of TROY-driven NF-kB signaling, primary screen, Q293 LMP1-TROYcd cells, NF-kB luciferase, uHTS. Q293 LMP1-TROYcd NF-kB luciferase reporter, 4 h. inhibition, % at 10 µM. 360,000 tested, 0.98% active. AID 1347056, 2019;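 active = compounds whose plate-normalised and pattern-corrected inhibition of the luciferase reporter signal at the single screening dose is 50% or more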
NR2F2 inh = NR2F2 transcriptional activity inhibitors, primary screen, cell-based, luciferase reporter, HEK293T, luminescence. COUP transcription factor 2 (Homo sapiens), P24468. HEK293T NGFI-A luciferase reporter. inhibition, % at 8.6 µM. 370,000 tested, 0.7% active;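 active = inhibition above a per-plate cutoff, mean inhibition of test wells between control levels plus 3 SD, cut at about 38% in these data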;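 note: cells cotransfected with COUP-TFII expression vector driving the NGFI-A reporter; 0% = median of COUP-TF2 test wells and 100% = reporter-only cells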
Target sequence (P24468 whole entry, looked up): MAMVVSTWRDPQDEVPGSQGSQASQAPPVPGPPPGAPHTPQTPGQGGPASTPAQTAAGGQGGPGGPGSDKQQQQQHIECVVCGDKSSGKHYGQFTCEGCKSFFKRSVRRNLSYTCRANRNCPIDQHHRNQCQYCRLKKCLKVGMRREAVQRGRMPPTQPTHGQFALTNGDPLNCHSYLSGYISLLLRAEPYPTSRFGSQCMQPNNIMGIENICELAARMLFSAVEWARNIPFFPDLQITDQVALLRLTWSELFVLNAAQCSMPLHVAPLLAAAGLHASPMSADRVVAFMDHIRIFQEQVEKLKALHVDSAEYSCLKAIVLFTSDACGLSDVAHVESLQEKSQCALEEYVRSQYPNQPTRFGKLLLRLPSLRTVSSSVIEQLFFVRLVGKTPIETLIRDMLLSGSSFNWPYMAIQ
SRC3 inh = SRC3 coactivator transcriptional activity inhibitors, primary screen, cell-based, luminescence | Nuclear receptor coactivator 3 (Homo sapiens), Q9Y6Q9 | HEK293 GAL4-SRC3 luciferase reporter | inhibition, % at 3.6 µM | 360,000 tested, 0.17% active | AID 588352, 2011;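 active = inhibition above a per-campaign cutoff, the mean of all compounds plus 3 SD, cut at about 60% in these data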;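 note: 0% = DMSO-treated cells and 100% = gossypol-treated cells at 36 µM; higher means less SRC3-driven luciferase light from the GAL4 reporter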
TWEAK Fn14 block = inhibitors of TWEAK-Fn14 signaling, primary screen, luciferase reporter cells, uHTS; TWEAK-stimulated Fn14 reporter cells, luciferase luminescence, 8 h; inhibition, % at 10 µM; 360,000 tested, 2% active; AID 1159606, 2016; in the data active = inhibition above about 50%
Shn3 3UTR inh = reduction of Shn3 3'UTR firefly luciferase signal, primary screen, Schnurri-3 inhibitor project, cell-based, Clone20 osteoblasts, set 2; Clone20 osteoblast Shn3 3'UTR firefly luciferase, 24 h; inhibition, % at 12.5 µM; 360,000 tested, 0.52% active; AID 588674, 2011;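 active = mean inhibition of at least 75% with every replicate also reaching 75%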;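 note: 0% = median of neutral control wells and 100% = pilot-screen positive control compound; some compounds past the cut are filed as inactive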
EBV LMP1 NFkB = EBV LMP1-driven NF-kappaB luciferase reporter inhibitors, primary screen, cell-based, luminescence, single point. AID 504558, 2011. 350,000 tested, 0.69% active. LMP1-induced NF-kappaB luciferase reporter cells. inhibition, % at 12.5 µM; in the data active = inhibition above about 41%;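 note: 0% = neutral control wells and 100% = reference inhibitor control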
CF NFkB block = inhibitors of PAF-induced NF-kB signaling, primary screen, cell-based, GFP fluorescence, uHTS. KKLEB NF-kB-GFP reporter, GFP fluorescence overnight. inhibition, % at 5 µM. 360,000 tested, 0.86% active;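 active = at least 50% inhibition at 5 µM, scaled per plate between neutral and stimulator controls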;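 note: PAF is a Pseudomonas aeruginosa culture filtrate used as stimulus; plate controls were PAF-stimulated DMSO wells for no effect and unstimulated DMSO wells for full effect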
SRC1 inh = SRC1 coactivator transcriptional activity inhibitors, primary screen, cell-based, luminescence; HEK293 GAL4-SRC1 luciferase reporter; inhibition, % at 3.6 µM; 360,000 tested, 0.12% active; AID 588354, 2011;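 active = inhibition above the campaign mean plus 3 SD, with each screening campaign given its own cutoff, cut at about 60% in these data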;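 note: 0% = DMSO treated cells and 100% = gossypol at 36 µM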
* = called active by the depositor; nt = not tested or not shown. These rows are one share of the data, so the mix of outcomes need not match the whole.

SMILES | LRH-1 inv ag | KKLEB cytotox | TRAIL sens C8 | TROY signal inh | NR2F2 inh | SRC3 inh | TWEAK Fn14 block | Shn3 3UTR inh | EBV LMP1 NFkB | CF NFkB block | SRC1 inh
O=C1NC(=O)C(c2ccccc2)(c2ccc(O)cc2)N1 (stereo unspecified) | 16 | 15 | -6 | 2 | -8 | 20 | 6 | 1 | -3 | 3 | -14
CCCCC(C(=O)O)C(C)CC(=O)Nc1nncs1 (stereo unspecified) | 5 | -6 | -9 | 8 | 1 | -2 | 14 | 5 | -47 | 19 | 7
Cc1cc(-c2nnc(CCC(=O)N(C)C(C)c3cccs3)o2)no1 (stereo unspecified) | -10 | 7 | 13 | -31 | -11 | -13 | -6 | nt | -14 | -6 | -26
O=C(N/N=C/C(Cl)=C/c1ccc([N+](=O)[O-])cc1)C(=O)Nc1ccc(C(=O)O)cc1 | 12 | -2 | 4 | 22 | 8 | 12 | -19 | -4 | -2 | -5 | 0
O=C(NC1C=CS(=O)(=O)C1)c1ccccc1 (stereo unspecified) | 1 | 7 | -2 | 2 | -2 | -3 | -19 | -28 | 0 | 16 | 0
O=C(Nc1scc(-c2ccc(F)cc2)c1C(=O)O)c1ccco1 | -46 | -18 | 23 | -27 | -16 | -30 | -6 | -12 | -3 | -9 | -65
CCNC(=O)NC(=O)C(C)OC(=O)c1ccc(SC)cc1OC (stereo unspecified) | -1 | -6 | -8 | -16 | -10 | 13 | 10 | 7 | -10 | 3 | -18
CCC(Sc1ccc(C(=O)O)cc1)C(=O)O (stereo unspecified) | 13 | -4 | -20 | -5 | 8 | 3 | -27 | -8 | 1 | 9 | 13
Cn1nc(C(=O)NCc2ccccc2)c2ccccc2c1=O | -12 | -1 | 15 | -18 | -4 | 8 | -9 | -10 | -2 | -11 | -17
Cc1cc(NS(=O)(=O)c2ccc(NC(=O)Nc3ccc4c(c3)OCO4)cc2)no1 | -26 | 6 | 8 | -16 | -9 | -56 | -23 | -44 | -22 | 11 | -30
O=C(Nc1ncn[nH]1)c1cccc(S(=O)(=O)N2CCOCC2)c1 | -6 | 2 | -5 | 5 | 1 | 8 | 2 | -2 | 5 | -18 | 2
O=C(CCCO)c1ccc2c(c1)OCCO2 | -7 | 3 | -2 | -9 | -15 | -38 | -11 | -19 | -7 | 10 | -7
O=C(NCC1CCCO1)c1ccccc1-c1nc(-c2ccccc2Cl)no1 (stereo unspecified) | 5 | -13 | -8 | -32 | -3 | 26 | -23 | 4 | -17 | -27 | -21
CCOc1ccc(NC(=O)c2ccccc2NC(=O)CN2CCN(C(C)=O)CC2)cc1 | 35 | 5 | -22 | -6 | 1 | 10 | 0 | -8 | -17 | -20 | -4
CCOCCCNC(=O)C(c1ccc(Cl)cc1)N1CCN(C(=O)c2ccco2)CC1 (stereo unspecified) | 15 | -15 | 6 | 9 | 10 | 7 | -7 | -4 | 10 | -11 | -38
OCc1ccccc1-c1ccc2nccn2c1 | 2 | -6 | -17 | 48 | 3 | 4 | 33 | 3 | nt | -5 | -10
COc1ccccc1CCNC(=O)CSc1nc(=O)[nH]c2c1CCC2 | 2 | 10 | -10 | -51 | 6 | 14 | 2 | -1 | 0 | -10 | 16
Cc1ccc(-c2csc(NC(=O)c3ccco3)n2)cc1C | -100 | -1 | -1 | -24 | -11 | -67 | 7 | -105 | -31 | -5 | -104
CC(C)COC(=O)N1CCCC(c2cc(C(=O)Nc3ccccc3Cl)no2)C1 (stereo unspecified) | -23 | -5 | -4 | -22 | -6 | -5 | -11 | 9 | nt | 10 | -8
O=C(CSc1nnc2ccc(-c3ccc(F)cc3)nn12)NCC1CCCO1 (stereo unspecified) | 11 | -1 | -2 | 8 | -1 | -5 | -21 | -3 | -1 | 5 | -2
CCOC(=O)C1CCCN(S(=O)(=O)Cc2ccc(Cl)cc2)C1 (stereo unspecified) | -3 | 0 | -3 | 0 | 7 | 16 | -7 | 3 | 10 | 11 | -20
COc1ccc(CNC(=O)CCC(=O)Nc2nnc(C(C)C)s2)cc1 | -8 | -1 | 0 | -5 | 0 | 5 | 19 | 12 | 3 | -5 | -23
CC1=C(C(=O)OCc2ccc3c(c2)OCO3)C(c2ccccc2OCc2ccccc2)NC(=O)N1 (stereo unspecified) | 14 | -3 | 5 | 33 | 22 | 17 | 41 | 29 | -4 | 26 | 19
CCOCCCNC(=O)c1ccc(CS(=O)(=O)Cc2ccccc2F)o1 | 1 | -1 | 2 | -28 | 0 | 0 | -22 | 8 | 8 | -12 | 14
COC(=O)c1[nH]c2cccc(OC)c2c1NC(=O)CN1CC(C)OC(C)C1 (stereo unspecified) | -4 | -9 | -5 | -3 | 9 | 12 | -8 | -10 | -6 | -5 | 6
Going on with the list.
SMILES | LRH-1 inv ag | KKLEB cytotox | TRAIL sens C8 | TROY signal inh | NR2F2 inh | SRC3 inh | TWEAK Fn14 block | Shn3 3UTR inh | EBV LMP1 NFkB | CF NFkB block | SRC1 inh
Cc1nn(CC(=O)OCC(=O)Nc2ccccc2[N+](=O)[O-])c(C)c1[N+](=O)[O-] | -10 | 2 | 0 | -2 | -6 | -3 | 10 | 13 | 8 | 15 | -15
O=C(NCc1ccncc1)c1cc(C(=O)C2CC2)c[nH]1 | 1 | 12 | -2 | 8 | -11 | 14 | 4 | 16 | 7 | 1 | -3
O=C(Cc1c(Cl)cccc1Cl)OCC(=O)c1ccc[nH]1 | -36 | 10 | -6 | -27 | -22 | -31 | -21 | -4 | -2 | -7 | -47
COCCn1c(SCC(=O)Nc2ccccc2F)nnc1-c1ccoc1C | -6 | 4 | -10 | -14 | -25 | 2 | 22 | -4 | -1 | 0 | -33
Cc1ccc(S(=O)(=O)NC(C)(C)CSc2nncn2N)cc1 | 1 | 0 | -7 | 9 | -12 | 13 | -23 | nt | -5 | 3 | -2
O=C(O)CSc1cccc[n+]1[O-] | 13 | 9 | -11 | 3 | 1 | -2 | -2 | -2 | 9 | -6 | 3
COc1ccc(/C=C2\SC(=O)N(CCNC(=O)Cn3cnnn3)C2=O)cc1 | -103 | 0 | 12 | -23 | nt | -96 | -2 | -62 | -23 | -8 | -97
Cc1nn(-c2ccccc2)c(C)c1C(=O)OC/C(O)=C(\C#N)c1nc2ccccc2[nH]1 | 11 | -16 | -3 | -2 | -1 | -16 | 15 | -8 | 1 | 4 | -10
COc1ccc(NS(=O)(=O)c2ccc3oc(SC4CCOC4=O)nc3c2)cc1 (stereo unspecified) | -4 | 0 | 1 | 8 | -10 | -30 | 3 | -1 | 4 | 2 | 1
COC(=O)c1cc(OC)c(OC)cc1NC(=O)c1ccc(OC)c(OC)c1 | -18 | -1 | 10 | -19 | 1 | -2 | -12 | 17 | 6 | -14 | 5
O=C(c1ccccc1)c1sc(N2CCCCCC2)nc1-c1ccccc1 | -4 | 4 | 4 | -15 | -11 | 16 | -4 | 11 | -9 | 3 | -3
O=C(COC(=O)c1ccc2ccccc2n1)c1ccccc1 | 16 | 7 | -2 | -58 | 6 | 15 | -8 | 10 | 1 | -4 | -92
O=C(CCN1C(=O)/C(=C\c2ccccc2)SC1=S)NCCCN1CCOCC1 | 0 | 8 | 29 | -5 | 33 | -14 | 21 | -39 | 0 | 2 | 7
CCN(CC)CCn1c(NCc2ccccn2)nc2ccccc21 | -5 | -14 | 1 | 3 | 4 | -26 | -4 | -1 | -6 | -1 | -14
Brc1ccc(C=Nc2ccc3c(c2)OCCOCCOCCO3)s1 | 23 | -2 | -14 | 26 | -7 | 8 | -20 | 20 | 7 | 7 | -11
COc1ccc(Nc2nc(N)nc(CN3CCC(Cc4ccccc4)CC3)n2)cc1 | -31 | -20 | 2 | 4 | -10 | 5 | 18 | -6 | 0 | 32 | 10
COc1ccccc1OCCn1cc(C#N)c2ccccc21 | -15 | -2 | -1 | -13 | 2 | -4 | -10 | -7 | 4 | 18 | 0
Cc1ccc(S(=O)(=O)N2C[C@H]3[C@H]4C(=O)N(c5ccccc5)C(=O)[C@H]4CC(=O)[C@H]3[C@@H]2c2ccccc2)cc1 | -27 | 2 | 1 | -6 | -4 | 8 | 7 | -27 | nt | -23 | -2
CC(C)NC(=O)N(C)C[C@H]1Oc2ccc(NC(=O)c3ccncc3)cc2C(=O)N([C@H](C)CO)C[C@@H]1C | 19 | -3 | -3 | 3 | -6 | 0 | 1 | -17 | 2 | -7 | -1
COc1ccccc1C(=O)N1CCN(CCNC(=O)C(=O)Nc2ccc(Br)c(C)c2)CC1 | 8 | 4 | 0 | 22 | 10 | 30 | -4 | 35 | 6 | -31 | 3
CCOc1ccc(N2CC(C(=O)Nc3cc(OCC)c(N4CCOCC4)cc3OCC)CC2=O)cc1 (stereo unspecified) | 14 | -8 | 13 | -2 | -6 | -1 | -15 | 6 | 1 | -3 | 7
Cc1ccccc1OCCNC(=O)c1ccco1 | -24 | 8 | 4 | 6 | -16 | -8 | -2 | -5 | -23 | -9 | 5
COc1ccc(-c2cc(C)no2)cc1S(=O)(=O)N1CCCN(Cc2ccccc2Cl)C1 | 1 | 7 | -6 | 7 | -5 | 10 | -15 | -1 | 3 | 6 | 8
CC(C)CNc1oc(-c2ccccc2Cl)nc1C#N | -2 | -3 | 5 | -49 | -31 | -22 | -23 | -4 | -4 | 12 | 8
CNC(=S)NNC(=O)c1ccc(N(C)C)cc1 | -6 | 1 | -26 | -21 | -12 | -4 | -11 | -42 | 6 | -14 | 1
Cc1ccc(C)c(NC(=S)N2CCC(C(=O)c3ccc(F)cc3)CC2)c1 | 4 | -6 | -12 | -2 | 0 | 23 | -17 | 9 | 13 | 1 | -4
CNC(=O)c1ccc2nc(NC(C)=O)sc2c1 | -11 | -1 | -11 | -39 | -90 | -40 | 4 | 3 | -3 | -16 | -72
CC(C)N1CCN(c2ccncc2S(=O)(=O)N2CCCCC2)CC1 | 13 | -14 | -3 | -13 | -4 | 18 | 1 | -25 | 2 | 10 | 7

Compound profiles, from the list above. Screens in order: LRH-1 inv ag	KKLEB cytotox	TRAIL sens C8	TROY signal inh	NR2F2 inh	SRC3 inh	TWEAK Fn14 block	Shn3 3UTR inh	EBV LMP1 NFkB	CF NFkB block	SRC1 inh
`COc1ccccc1C(=O)N1CCN(CCNC(=O)C(=O)Nc2ccc(Br)c(C)c2)CC1` is listed as 8	4	0	22	10	30	-4	35	6	-31	3
`O=C(CCN1C(=O)/C(=C\c2ccccc2)SC1=S)NCCCN1CCOCC1` is listed as 0	8	29	-5	33	-14	21	-39	0	2	7
`COc1ccc(NS(=O)(=O)c2ccc3oc(SC4CCOC4=O)nc3c2)cc1` (stereo unspecified) is listed as -4	0	1	8	-10	-30	3	-1	4	2	1
